Screening data from PubChem.
Gal4-VP16 FLuc: VP16 counterscreen qHTS for inhibitors of ROR gamma transcriptional activity; AID 2546, 2010; Potency, µM (highest dose often 53.6 µM), without a hit: at the top dose activity, negative = inhibition, actives largely listed as inhibitors; Drosophila S2 Gal4-VP16 UAS-luciferase, luminescence, 20 h; 310,000 tested, 3.5% active;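 further: Gal4-VP16 expression switched on by copper sulfate through the metallothionein promoter; potency means the concentration at half of the fitted maximal effect; on the % scale 0 is the no-effect control and ±100 the full control effect; nearly all actives have a fitted effect of over 50% in size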
RORg inh: qHTS for inhibitors of ROR gamma transcriptional activity. Nuclear receptor ROR-gamma (Mus musculus), P51450. Drosophila S2 Gal4-RORgamma UAS-luciferase reporter, 20 h. Potency, µM (top dose mostly 53.6 µM), for the others: top-dose activity change, negative = inhibition, actives largely listed as inhibitors. 310,000 tested, 5.4% active; further: potency means the concentration at half of the fitted maximal effect; on the % scale 0 is the no-effect control and ±100 the full control effect; nearly all actives have a fitted effect of over 60% in size
Target sequence (P51450 whole entry, looked up, the tested form may be a part): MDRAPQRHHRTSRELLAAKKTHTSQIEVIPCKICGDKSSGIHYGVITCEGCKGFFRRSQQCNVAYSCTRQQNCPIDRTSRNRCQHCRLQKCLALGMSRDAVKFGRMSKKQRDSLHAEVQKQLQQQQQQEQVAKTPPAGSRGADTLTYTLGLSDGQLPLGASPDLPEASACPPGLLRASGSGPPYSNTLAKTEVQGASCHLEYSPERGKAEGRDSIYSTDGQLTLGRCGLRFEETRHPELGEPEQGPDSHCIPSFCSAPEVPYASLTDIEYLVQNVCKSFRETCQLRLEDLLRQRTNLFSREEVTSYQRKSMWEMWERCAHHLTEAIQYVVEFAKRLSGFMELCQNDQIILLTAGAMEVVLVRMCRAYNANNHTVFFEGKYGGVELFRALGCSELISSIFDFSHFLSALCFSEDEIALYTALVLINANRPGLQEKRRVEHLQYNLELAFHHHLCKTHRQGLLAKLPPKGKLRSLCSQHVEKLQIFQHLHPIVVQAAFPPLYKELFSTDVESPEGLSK
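In this cell-based reporter format, copper sulfate (700 uM final) drives Gal4–ROR gamma fusion expression from a metallothionein promoter in Drosophila Schneider cells; compounds preincubated 1 hr, reporter read after 20 hr at ambient temperature.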
p53 reactivator: qHTS assay for re-activators of p53 using a Luc reporter | 320,000 tested, 0.063% active | Potency, µM (series often up to 92.2 µM), inactives show at the highest dose activity change, positive = activation, actives largely listed as activators | H1299 p53-A138V BP100-luciferase reporter, luminescence, 24 h | AID 504706, 2011; further: potency means the concentration at half of the fitted maximal effect; % of control where 0% means no effect; nearly all actives have a fitted effect of over 45% in size
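p53-null H1299 cells stably carrying temperature-sensitive p53-A138V and a BP100-luciferase reporter were pinned with compounds (4-point, 1:5 series) and held 24 hrs at 37 deg C. Luminescence was read 10 min after detection reagent.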
ELG1 repair inh: qHTS screen for small molecules that inhibit ELG1-dependent DNA repair in human embryonic kidney (HEK293T) cells expressing luciferase-tagged ELG1. HEK293T ELG1-luciferase reporter, luminescence, 16 h; DNA damage induced by 5-fluorouridine. Potency, µM (doses to about 46.1 µM), for the others: top-dose activity change, negative = inhibition, most hits filed as inhibitors. 330,000 tested, 2.3% active. AID 504467, 2011; further: potency means the concentration at half of the fitted maximal effect; on the % scale 0 is the no-effect control and ±100 the full control effect; nearly all actives have a fitted effect of over 55% in size
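5-Fluorouridine DNA damage + compound/DMSO, 2,000 cells/well, 16 h, 37 °C/5% CO2. ONE-Glo, 30 min RT, luminescence. Readout = decrease in reporter signal.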
ELG1 genotox: qHTS screen for small molecules that induce genotoxicity in human embryonic kidney (HEK293T) cells expressing luciferase-tagged ELG1. Potency, µM (top dose mostly 46 µM), for the others: top-dose activity change, positive = activation, usual class: activators. HEK293T ELG1-luciferase reporter, luminescence, 16 h. AID 504466, 2011. 330,000 tested, 1.3% active; further: potency means the concentration at half of the fitted maximal effect; % of control where 0% means no effect; nearly all actives have a fitted effect of over 60% in size
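Genotoxic stress is detected as increased luminescence from luciferase-tagged ELG1 in HEK293T cells, measured with ONE-Glo after a 16 hr treatment at 37 °C.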
TRPV1 ag: HTS Assay for Compounds that Act as Agonists of the Vanilloid Receptor 1; AID 540275, 2011; 320,000 tested, 0.19% active; TRPV1-expressing cells, Fluo-8 calcium influx, agonist mode; activation, % at 8.33 µM; in the data active means activation above about 80%; inconclusive means between about 30% and that limit; further: 0% is about no effect
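Cells expressing TRPV1 were dye-loaded with Fluo-8 and read kinetically: 10 s baseline, 3 min after compound (agonist portion), then 2 min after EC20 capsaicin (allosteric enhancer portion). Calcium-bound dye fluorescence at 480/520 nm.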
NPC1 prom act: qHTS Assay for NPC1 Promoter Activators; Huh7 NPC1 promoter luciferase reporter, 24 h; 320,000 tested, 2.4% active; Potency, µM (series often up to 9.22 µM), for the others: at the highest dose activation, usual class: activators;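 further: potency means the concentration at half of the fitted maximal effect; % of control where 0% means no effect; nearly all actives have a fitted effect of over 60% in size; reporter is driven by a mutant NPC1 promoter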
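Huh7 cells stably carrying NPC1 promoter–luciferase, plated in Opti-MEM with 10% FBS for 2 h, were exposed to compound in DMSO for 24 h at 37 °C; luciferase reagent was added for 10 min and luminescence read.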
FLuc modulator: qHTS profiling assay for firefly luciferase inhibitor/activator using purifed enzyme and Km concentrations of substrates (counterscreen for miR-21 project) | purified FLuc, Km substrates, luminescence inhibition | AID 588342, 2011 | Potency, µM (titrated, usually from 57.5 µM), inactives show at the top dose activity change, negative = inhibition, most hits filed as inhibitors | 360,000 tested, 6.9% active;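 further: potency means the concentration at half of the fitted maximal effect; plate controls were vehicle for no effect and reference inhibitor for full effect; nearly all actives have a fitted effect of over 55% in size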
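Purified P. pyralis luciferase, 10 nM final, with Km-level 10 uM D-luciferin and 10 uM ATP in 50 mM Tris acetate pH 7.5, 10 mM Mg acetate, 0.01% Tween-20, 0.05% BSA; 6-point qHTS titration about 60 µM downward; luminescence read.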
BRCA1 expr act: qHTS Assay to Identify Small Molecule Activators of BRCA1 Expression; MCF7-BRCA1-FFLuc reporter, luminescence, 48 h; response scale: scaled: vehicle 0%, 10 µM genistein 100%; Potency, µM (highest dose often 46.1 µM), without a hit: top-dose activation, actives largely listed as activators; 380,000 tested, 1.1% active; AID 624202, 2012; further: potency means the concentration at half of the fitted maximal effect; nearly all actives have a fitted effect of over 80% in size; some results filed as inactive show a strong effect at the top dose
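Using MCF7 cells harboring a BRCA1 firefly luciferase reporter, plated 2 h before compound pinning, the screen measured luminescence after 48 h incubation. Responses were normalized to DMSO and 10 microM genistein, then fitted for concentration-effect.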
Tb PFK block: qHTS Assay to Find Inhibitors of T. brucei phosphofructokinase; T. brucei PFK, ADP-Glo luminescence; AID 485367, 2010; Potency, µM (titrated, usually from 57.5 µM), without a hit: at the top dose activity, negative = inhibition, usual class: inhibitors; 330,000 tested, 0.17% active;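 further: potency means the concentration at half of the fitted maximal effect; 0% = uninhibited 1x PFK enzyme wells and -100% = no-enzyme wells; nearly all actives have a fitted effect of over 60% in size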
Target sequence (O15648 whole entry, looked up): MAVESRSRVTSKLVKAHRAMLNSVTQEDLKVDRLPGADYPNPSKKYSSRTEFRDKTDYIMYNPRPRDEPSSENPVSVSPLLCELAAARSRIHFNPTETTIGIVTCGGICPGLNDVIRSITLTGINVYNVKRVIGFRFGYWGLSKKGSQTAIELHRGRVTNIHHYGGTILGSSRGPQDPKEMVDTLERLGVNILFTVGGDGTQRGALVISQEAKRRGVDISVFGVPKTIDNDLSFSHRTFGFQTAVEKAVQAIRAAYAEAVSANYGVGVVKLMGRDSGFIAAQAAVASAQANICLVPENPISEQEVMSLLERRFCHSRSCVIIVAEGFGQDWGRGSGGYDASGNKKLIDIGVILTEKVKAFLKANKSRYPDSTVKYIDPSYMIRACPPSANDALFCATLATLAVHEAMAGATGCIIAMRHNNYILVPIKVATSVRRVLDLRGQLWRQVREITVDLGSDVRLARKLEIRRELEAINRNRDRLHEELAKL
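PFK 1.25 nM, F6P 0.5 mM, ATP 0.1 mM, 0.1 M TEA pH 8.0, 5 mM MgCl2, 0.01% Tween20, 0.1% BSA; 45 min RT. ADP-Glo readout. qHTS titration up to 57 uM; curves fitted, compounds curve-classed.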
Rab9 promoter act: qHTS Assay for Rab9 Promoter Activators. Huh7 Rab9 promoter-luciferase reporter, luminescence, 24 h. Potency, µM (series often up to 9.22 µM), inactives show at the highest dose activation, negative = inhibition, hits mostly activators. 320,000 tested, 2.8% active; further: potency means the concentration at half of the fitted maximal effect; % of control where 0% means no effect; nearly all actives have a fitted effect of over 60% in size
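Luminescence read-out: Huh7 cells stably expressing Rab9-luciferase, treated 24 h with compound at 37 °C, then lysed with luciferase reagent for 10 min at ambient before reading.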
Numbers without * were called inactive; ? = inconclusive; / = no result given; & = joins results of further samples; [ ] = dose if it differs, or a comment. Unless noted, the call rests on the fitted dose curve; in most records, active means well fitted curve in the direction sought with a large enough effect; inconclusive means small, poorly fitted or top-dose-only effect, or another doubt; inactive means no such curve, though single readings can be large; an effect the other way counts as inactive or inconclusive.

SMILES	Gal4-VP16 FLuc	RORg inh	p53 reactivator	ELG1 repair inh	ELG1 genotox	TRPV1 ag	NPC1 prom act	FLuc modulator	BRCA1 expr act	Tb PFK block	Rab9 promoter act
COCCNC(=O)C(c1ccc(C)o1)N(CC1CCCO1)C(=O)Cn1nnc2ccccc21 (centres undefined)	-9%	-7%	2%	-2%	0%	3	-5%	-3%	0%	0%	7%
CCc1sc(/C=C(/C#N)C(N)=S)cc1[N+](=O)[O-]	-8%	-9%	0%	-28%	1%	0	-4%	?	-10%	-24%	-7%
Cc1oc(-c2ccccc2F)nc1CS(=O)(=O)CC(=O)N1CCOCC1	-3%	-23%	5%	13%	-4%	0	-6%	9%	-11%	-6%	-4%
Cc1ccc(N2C(=O)CCC2(C(N)=O)c2ccccc2)cc1 (centres undefined)	-7%	17%	2%	10%	2%	-4	0%	-1%	0%	2%	-1%
CCCn1nnc(NC(=O)c2ccccc2Br)n1	25%	17%	11%	?	12%	?	?	-17%	?	-6%	27%
Cn1cnnc1SCC(=O)NN1C(=O)NC(C)(c2ccccc2)C1=O (centres undefined)	-1%	-25%	2%	-6%	0%	-3	-6%	-3%	14%	1%	-2%
CCCC(NC(=O)CCc1c(C)c2cc3c4c(oc3c(C)c2oc1=O)CCCC4)C(=O)O (centres undefined)	-23%	0.79µM*	-2%	14%	0%	1	1%	?	-41%	-4%	2%
c1ccc(Cn2nnnc2C(c2cccs2)N2CCc3ccccc3C2)cc1 (centres undefined)	?	-15%	-4%	-13%	-3%	3	-2%	2%	-4%	-3%	0%
OC(COc1ccccc1)CN1CCN(Cc2ccc3c(c2)OCO3)CC1 (centres undefined)	16%[10 µM]	13%	-3%	-6%	-5%	4	-1%	-1%	-26%	-24%	-4%
CCS(=O)(=O)N1Cc2ccccc2CC1C(=O)Nc1ccc(F)c(F)c1 (centres undefined)	17%	11%	19%	?	15%	11	24%	?	44%	4%	21%
O=C(c1ccccc1)N1CCN(c2ncccn2)CC1	0%	-22%	/	-4%	-1%	-3	1%	6%	-22%	-6%	-2%
CN(CCCn1c(=S)[nH]c2ncccc2c1=O)Cc1ccccc1	-11%	-41%	-3%	-4%	2%	0	-5%	10%	4%	2%	7%
CCCn1c(N)c(N2CCCCC2)c(=O)n(CC(=O)Nc2ccccc2C(F)(F)F)c1=O	/	/	-9%	1%	1%	/	/	/	-18%	4%	/
CCOc1ccc(S(=O)(=O)N(C)C)cc1-c1nc2c(C(C)(C)C)nn(C)c2c(=O)[nH]1	3%	0%	5%	-15%	6%	25	-2%	3%	3%	1%	11%
CCCn1nnnc1NCc1cccc(Cl)c1	0%	5%	/	-5%	-2%	2	3%	7%	13%	-10%	-3%
COc1cc(-c2ccc3oc(-c4cccc(C)c4)c(C#CC4(O)CCCCC4)c3c2)cc(OC)c1OC	/	/	3%	-28%	-6%	/	/	/	0%	-1%	/
CCCOCC(O)CC(CC)C(=O)NNC(=S)Nc1ccccc1 (centres undefined)	-2%	?	1%	18%	22%	3	6%	-3%	15%	-2%	6%
CN1CCN(C(=O)/C(=C\c2ccccc2)c2ccccc2)CC1	3%	-4%	2%	8%	0%	3	6%	7%	-38%	?	-1%
O=C(Nc1ccccc1-c1nnn(CC(=O)N2CCCc3ccccc32)n1)c1ccco1	3%	31%	-3%	?	-16%	11	-4%	2%	-11%	0%	11%
COCC(C)N1CCC(Oc2ccc(C(=O)N3CCCC3)cc2)CC1 (centres undefined)	-5%	-20%	4%	18%	-2%	2	-4%	4%	-8%	0%	2%
CC1(C)S/C(=N/N=C/c2ccco2)NC1=O	7.9µM*	13µM*	-4%	?	7%	-4	2%	4%	31%	-2%	1%
COc1cc(-c2cc(C(=O)Nc3ccc(S(N)(=O)=O)cc3)c3ccccc3n2)cc(OC)c1OC	9%	36%	-5%	?	-22%	-1	-2%	-16%	-50%	-1%	-4%
COC(=O)[C@@]1(Cc2ccccc2)[C@H]2C(=O)N(Cc3ccccc3)C(=O)[C@H]2[C@H]2CN=C(SC)N21	/	/	-1%	2%	3%	/	/	/	-7%	-3%	/
CSc1oc(-c2ccccc2)nc1S(=O)(=O)c1ccc(C)cc1	-19%	-24%	1%	-10%	-3%	25	0%	5%	5%	3%	-4%
Cc1ccc(-n2nnnc2-c2ccccc2)cc1	-4%	13%	3%	20%	-1%	-2	-5%	-9%	-35%	0%	0%

(list continues)
SMILES	Gal4-VP16 FLuc	RORg inh	p53 reactivator	ELG1 repair inh	ELG1 genotox	TRPV1 ag	NPC1 prom act	FLuc modulator	BRCA1 expr act	Tb PFK block	Rab9 promoter act
C=CCn1c(SCC(=O)Nc2sccc2C(N)=O)nc2sc(C)c(C)c2c1=O	22%	10%	3%	8%	10%	1	-2%	0%	-76%	?	4%
CC(C)N(C(=O)c1sc2cc([N+](=O)[O-])ccc2c1Cl)C(C)C	0%	-10%	6%	-6%	3%	19	-4%	2%	7%	3%	-2%
OC(c1ccccc1)c1nc2ccccc2s1 (centres undefined)	2%	-40%	-3%	11%	-1%	0	8%	?	47%	-2%	-1%
Cc1cccc(NC(=O)C(CCC(N)=O)NC(=O)OCc2ccccc2)c1 (centres undefined)	-23%	2%	-8%	10%	1%	-7	2%	-2%	-17%	0%	1%
Cc1noc(C)c1C(=O)N1CCN(c2cccc(Cl)c2)CC1	1%	-81%	-6%	-4%	-1%	1	-2%	0%	-16%	-4%	1%
COc1ccc(S(=O)(=O)N2CCOCC2)cc1C(=O)NCC(c1ccco1)N1CCCC1 (centres undefined)	/	/	4%	19%	2%	0	1%	-1%	7%	-6%	-5%
Cc1ccc(-c2nc3ccccc3[nH]2)cc1NC(=O)c1sc2cc(Cl)ccc2c1Cl	4%	11%	19%	?	2%	-3	-4%	-9%	29%	0%	-5%
O=C(Nc1ccc(F)cc1)C1CCN(S(=O)(=O)c2cccc3nonc23)CC1	-1%	36%	0%	1%	-4%	?	3%	0%	-4%	-2%	0%
O=C(NCc1ccccc1F)c1ccc2ccccc2n1	-7%	14%	16%	15%	4%	?	3%	-15%	27%	4%	0%
CCc1ccc(OCc2nnc(SCC(=O)NCC3CCCO3)n2C)cc1 (centres undefined)	-3%	-2%	3%	-3%	-21%	3	-4%	1%	48%	0%	-3%
Cc1ccc(CN(C(=O)COc2ccc(C)c(C)c2)C2CCS(=O)(=O)C2)o1 (centres undefined)	-9%	1%	-6%	-2%	-1%	4	-4%	-2%&-1%	0%	-2%	-6%
Cc1cc(-c2n[nH]c(=S)n2/N=C/C=C/c2ccco2)n[nH]1	-1%	-2%	3%	-8%	-1%	1	4%	5%	37%	-10%	-1%
CCOC(=O)c1ccc(NC(=O)CSc2nnc(C3CCCCC3)n2C)cc1	28%	?	4%	-3%	4%	1	1%	-20%	37%	-6%	2%
COc1ccc(CCN=CC2=C(O)CC(C)(C)CC2=O)cc1	-8%	9%	-2%	-8%	2%	-1	-10%	-2%	-2%	-2%	-7%
O=C(CCc1nc(-c2ccccc2)no1)NC1CCCCCC1	/	/	9%	5%	-1%	22	2%	0%	8%	0%	0%
Oc1c(C=C2N=c3ccccc3=N2)sc(=S)n1-c1ccc(F)cc1	13µM*	?	2%&1%	0%&-5%	-1%&-6%	-1	-9%&1%	0%&0%	-35%&17%	4%&-1%	-10%&-7%
COc1cc(C(=O)Nc2ccc(S(=O)(=O)Nc3nccc(C)n3)cc2)cc(OC)c1OC	7%	-14%	-2%	?	5%	0	0%	7%	-8%	3%	-5%
COc1ccc(CCn2c(=S)[nH]c3cc(C(=O)NCc4ccco4)ccc3c2=O)cc1OC	-3%	15%	-4%	-22%	-1%	-3	1%	0%	-105%[inhibitor]	6%	-2%

Rows were taken by chance. About 15% of those tested had a hit in this group.
